High-throughput results deposited in PubChem BioAssay by National Center for Advancing Translational Sciences (NCATS).
D3 antag: qHTS of D3 Dopamine Receptor Antagonist: qHTS | max response, negative = inhibition, % | D3R cells, DiscoveRx beta-arrestin luminescence, antagonist mode; stronger effect = lower value | D(3) dopamine receptor (Homo sapiens), P35462 | 360,000 tested, 2.5% active; in the data active = max response below about -50%; inconclusive = no clear call, values can overlap the other calls; also: % is scaled to controls: 0 for no effect and ±100 for the full control effect; mostly tested at two doses, the higher about 12 µM
Target sequence (P35462 whole entry, looked up): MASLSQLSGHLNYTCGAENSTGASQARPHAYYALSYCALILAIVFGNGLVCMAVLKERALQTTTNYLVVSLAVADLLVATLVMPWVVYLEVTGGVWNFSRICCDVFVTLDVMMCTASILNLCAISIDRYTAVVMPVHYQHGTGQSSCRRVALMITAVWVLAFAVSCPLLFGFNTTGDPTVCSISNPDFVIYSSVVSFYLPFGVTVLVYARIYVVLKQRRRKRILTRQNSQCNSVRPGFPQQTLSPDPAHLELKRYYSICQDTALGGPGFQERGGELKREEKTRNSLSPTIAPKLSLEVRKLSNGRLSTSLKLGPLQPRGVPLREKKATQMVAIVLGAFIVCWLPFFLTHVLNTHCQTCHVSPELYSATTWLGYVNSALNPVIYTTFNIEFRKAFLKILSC
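Cells expressing the human receptor were seeded at 1500 cells/well, incubated overnight at 37 degrees C in 5% CO2, then exposed to library compounds with dopamine controls for 90 minutes at 37 degrees C before luminescent detection.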
GLP1R ag: qHTS of GLP-1 Receptor Agonists. Glucagon-like peptide 1 receptor (Homo sapiens), P43220. HEK293 GLP-1R CRE-luciferase, luminescence, 4-6 h; cells express a hypersensitive GLP-1R form. Potency, µM (highest dose often 45.6 µM), inactives show top-dose activation, most hits filed as activators. 380,000 tested, 0.007% active; also: potency is read from the fitted curve at half-maximal effect; % of control where 0% means no effect
GLP1R cytotox: qHTS of GLP-1 Receptor Inverse Agonists: Cytotox Screen; 410,000 tested, 0.13% active; HEK293 cAMP-luciferase reporter cells, luminescence, 24 h; Potency, µM (titrated, usually from 38.3 µM), for the others: at the highest dose activity change, negative = inhibition, most hits filed as inhibitors; AID 624418, 2012;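 also: loss of luciferase light is scored as toxicity; potency is read from the fitted curve at half-maximal effect; % is scaled to controls: 0 for no effect and ±100 for the full control effect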
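MLSMR compounds, 24 hr on cells at 37 deg C/5% CO2; luminescence after luciferase reagent (12 min RT). Inhibition counted as the undesired cytotoxic outcome.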
PI5P4Ka inh: qHTS for Inhibitors of phosphatidylinositol 5-phosphate 4-kinase (PI5P4K); PI5P4Kalpha enzyme, ADP-Glo luminescence, 60 min; stronger effect = lower value; max response, %; 330,000 tested, 1.2% active; AID 652105, 2013; active = max response of -50% or lower; inconclusive = between -30% and -50%; inactive = -30% or higher; also: value at the top dose of about 77 µM; % is scaled to controls: 0 for no effect and ±100 for the full control effect
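ADP-Glo luminescence end-point after a 60 min room-temperature kinase reaction. PI5P4Kalpha and substrate in HEPES pH 7.4 buffer with EGTA, 0.1% CHAPS and 5% DMSO; ATP at 5 microM final.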
IL2 activator: qHTS of IL-2 Activators | IL-2 activation reporter assay, cell-based qHTS; stimulated with anti-CD3/CD4/CD28 beads; in transgenic mouse T cells | activation, % (series mostly up to about 46 µM) | AID 652025, 2013 | 360,000 tested, 0.065% active; in the data active = activation above about 50%; inconclusive = mostly about 30% to 49%; also: 0% is about no effect
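Unstimulated transgenic mouse T cells, 750 per well, received compound and, after 60 minutes, anti-CD3/anti-CD4 bead plus anti-CD28 stimulation. EGFP and DsRed were quantified after 18 hours.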
GLP-1R inv ag: qHTS of GLP-1 Receptor Inverse Agonists (Inhibition Mode); AID 624417, 2012; 410,000 tested, 1.6% active; Potency, µM (titrated, usually from 38.3 µM), without a hit: at the top dose activity change, negative = inhibition, hits mostly inhibitors; HEK293 GLP-1R CRE-luciferase, luminescence, 24 h; GLP-1R form is constitutively active; also: potency is read from the fitted curve at half-maximal effect; % is scaled to controls: 0 for no effect and ±100 for the full control effect; nearly all actives have a fitted effect of over 55% in size
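Inverse agonism was detected as reduced cAMP-driven luciferase luminescence after 24 h compound treatment. The cells were HEK293 clones expressing constitutively active human GLP-1R with the reporter. Reporter-only and GPR119 cell lines served as counterscreen controls.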
DRD3 agonist: qHTS of D3 Dopamine Receptor Agonist: qHTS; max activation, %; AID 652048, 2013; 410,000 tested, 0.58% active; D3R DiscoveRx beta-arrestin cells, luminescence, 90 min; in the data active = max activation above about 30%; also: 0% is about no effect; mostly tested at two doses, the higher about 12 µM
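Cells at 1500/well, incubated overnight, then treated with pinned compounds (dopamine as control) for 90 min at 37 degrees C. DiscoveRx reagent added for 30 - 60 minutes at room temperature; luminescence read.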
PLK1 PBD inh: qHTS for Inhibitors of PLK1-PDB (polo-like kinase 1 - polo-box domain): Primary Screen; Potency, µM, inactives show max response, negative = inhibition, most hits filed as inhibitors; Serine/threonine-protein kinase PLK1 (Homo sapiens), P53350; 360,000 tested, 2.8% active; Plk1 PBD binding of FITC phosphopeptide, fluorescence polarization; also: potency is read from the fitted curve at half-maximal effect; series mostly up to about 57 µM; % is scaled to controls: 0 for no effect and ±100 for the full control effect; nearly all actives have a fitted effect of over 65% in size
Target sequence (P53350 whole entry, looked up, the tested form may be a part): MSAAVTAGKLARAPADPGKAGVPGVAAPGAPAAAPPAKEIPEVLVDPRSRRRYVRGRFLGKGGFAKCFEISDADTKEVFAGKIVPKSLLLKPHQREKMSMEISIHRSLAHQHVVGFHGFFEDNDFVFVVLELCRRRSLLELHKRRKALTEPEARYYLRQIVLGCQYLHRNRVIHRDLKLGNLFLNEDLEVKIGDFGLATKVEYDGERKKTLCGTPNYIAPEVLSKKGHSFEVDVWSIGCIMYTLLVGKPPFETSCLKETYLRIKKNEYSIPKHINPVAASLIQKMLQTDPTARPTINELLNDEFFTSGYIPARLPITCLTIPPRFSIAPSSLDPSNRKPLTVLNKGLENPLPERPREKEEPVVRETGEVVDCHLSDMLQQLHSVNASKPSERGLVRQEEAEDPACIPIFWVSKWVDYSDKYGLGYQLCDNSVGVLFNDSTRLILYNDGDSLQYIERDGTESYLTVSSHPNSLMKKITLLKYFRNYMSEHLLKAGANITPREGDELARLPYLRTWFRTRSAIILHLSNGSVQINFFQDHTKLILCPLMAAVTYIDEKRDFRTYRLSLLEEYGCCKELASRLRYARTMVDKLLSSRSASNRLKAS
WRN inhibitor: qHTS for Inhibitors of WRN Helicase | Potency, µM (series often up to 114 µM), inactives show at the top dose activity change, negative = inhibition, most hits filed as inhibitors | Bifunctional 3'-5' exonuclease/ATP-dependent helicase WRN (Homo sapiens), Q14191 | WRN helicase unwinding, fluorescent forked duplex, kinetic | 360,000 tested, 0.46% active; also: potency is read from the fitted curve at half-maximal effect; % is scaled to controls: 0 for no effect and ±100 for the full control effect; nearly all actives have a fitted effect of over 55% in size
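Primary qHTS, 1536-well format. 20 nM WRN + compound, 15 min RT; start with 100 nM forked fluorophore/quencher duplex, 2 mM ATP (final); kinetic read ex 525/em 598 nm.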
* marks the source's active call; other numbers are inactive results; u = inconclusive; x = no result given; & = joins results of further samples; [ ] = dose if it differs, or a comment. Unless noted, calls follow the shape of the dose curve; as a rule, active = well fitted curve in the direction sought with a large enough effect; inconclusive = small, poorly fitted or top-dose-only effect, or another doubt; inactive = no such curve, though single readings can be large; an effect the other way counts as inactive or inconclusive.

SMILES	D3 antag	GLP1R ag	GLP1R cytotox	PI5P4Ka inh	IL2 activator	GLP-1R inv ag	DRD3 agonist	PLK1 PBD inh	WRN inhibitor
CC12CCC(=O)N1C(C(=O)NCCc1ccc(F)cc1)CS2 (stereo unspecified)	1	-6%	-6%	-7	1.5	12%	2	-3%	10%
Cc1ccc(NC(=O)CCOc2ccccc2)cc1	10	0%&6%	2%&1%	5	7.1	-15%&-11%	-1&-3	-1%	-5%
C/C(=N/NC(=O)Cc1cccc2ccccc12)c1cccs1	-20	13%	-2%	3	-0.3	-24%	-1	0%	7%
CCc1c(C(=O)Nc2nnc(C3CC3)s2)csc1C	2	-8%	10%	x	-1.5	0%	1	-1%	5%
CC(NC(=O)c1ccc2ccccc2n1)c1ccc(S(N)(=O)=O)cc1 (stereo unspecified)	-9	9%	-9%	1	-0.6	24%	3	-6%	0%
Cn1ncc2c(NNC(=O)Cc3cccc4ccccc34)ncnc21	-6	0%	-12%	-7	-2.5	18%	-1	3%	-4%
Cc1ccc(S(=O)(=O)N(C)C)cc1NC(=O)COC(=O)c1n[nH]c(=O)c2ccccc12	4	4%	8%	-2	-3.3	1%	4	-8%	-2%
O=C(CCNS(=O)(=O)c1ccc(Br)cc1)NC1CCCCC1	-4	16%	-3%	-2	-1.5	-9%	12	-8%	-14%
CC(C)(C)Nc1c2ccccc2nc2ccccc12	-19	2%	91%[activator]	0	-0.2	20%	4	-8%	-1%
C=C(C)C1CCC(C)=C1CC(C)(C)/C=N\n1cnnc1 (stereo unspecified)	-16	-1%	3%	x	-1.9	0%	-11	-9%	-10%[57.1 µM]
C=CCNC(=O)c1ccccc1NC(=O)c1ccc(Cl)c(S(=O)(=O)Nc2ccccc2)c1	-20	5%	-17%	x	-2.5	-7%	-5	-7%	-13%
Cc1ccc(S(=O)(=O)N2C[C@H]3C(=O)C[C@@H](c4ccccc4)N(S(=O)(=O)c4ccccc4[N+](=O)[O-])[C@H]3C[C@H]2c2ccccc2)cc1	u	-4%	1%	-5	0.5	6%	-8	-7%	0%
Cc1nc(SCC(=O)c2cc3ccccc3oc2=O)c(C#N)c(-c2ccccc2)c1C(=O)Nc1ccccc1	5	6%	12%	-19	1.2	6%	-3	-11%	6%
COc1ccc(Br)cc1/C=N/NC(=O)c1ccc(OC)c(OC)c1	-26	13%	12%	-3	2.5	8%	-5	-15%	-6%
O=C(Oc1ccccc1-c1nnco1)c1ccccc1	16	-6%	-9%	-5	5.1	-2%	2	-3%	12%
COc1cccc(C(=O)Cn2c(NCCO)nc3ccccc32)c1	-10	-13%	6%	14	-0.2	-10%	4	-4%	8%
Cc1cccn2c(=O)c(C(=O)NCCCN3CCCCC3C)c(O)nc12 (stereo unspecified)	-10	1%&1%	-4%&6%	6	-2.1	2%&-2%	3&-7	-3%	-9%
CCOc1cccc(C=Nc2cc(C)cc(C)c2O)c1O	-20	-3%	-26%	-6	7.8	-12%	5	24µM*	9%
COc1ccc(OCCNC(=O)c2ccccc2OCC(=O)N2CCCCC2)cc1	50	5%	-5%	x	-2.7	-6%	-12	-5%	2%
O=C(O)C1(Nc2ccccc2)CCCC1	-7	6%	-8%	-4	-0.8	5%	2	-14%	15%

One compound at a time (already shown). Screens in order: D3 antag, GLP1R ag, GLP1R cytotox, PI5P4Ka inh, IL2 activator, GLP-1R inv ag, DRD3 agonist, PLK1 PBD inh, WRN inhibitor
Entry for `CCc1c(C(=O)Nc2nnc(C3CC3)s2)csc1C` → 2, -8%, 10%, x, -1.5, 0%, 1, -1%, 5%
Entry for `Cc1ccc(S(=O)(=O)N(C)C)cc1NC(=O)COC(=O)c1n[nH]c(=O)c2ccccc12` → 4, 4%, 8%, -2, -3.3, 1%, 4, -8%, -2%

(more compounds)
SMILES	D3 antag	GLP1R ag	GLP1R cytotox	PI5P4Ka inh	IL2 activator	GLP-1R inv ag	DRD3 agonist	PLK1 PBD inh	WRN inhibitor
O=C(CSc1nnc(Cc2ccccc2)o1)N1CCCC1	9	0%	-6%	-2	2.6	-11%	13	-3%	7%
O=C(NCCc1ccc(Cl)cc1)C1CCCN1C(=O)Nc1ccc(F)cc1 (stereo unspecified)	-20	0%	-17%	1	0.1	2%	-7	-1%	-2%
Cc1ccc(C)c(N(C(=O)c2snc(C(N)=O)c2N)C(C(=O)NCC2CCCO2)c2ccc(C)o2)c1 (stereo unspecified)	7	0%	2%	4	-2.1	6%	5	u	4%
O=c1oc2ccccc2nc1/C=C(\O)c1ccc(Br)cc1	-10	3%	25%	5	-0.8	-6%	2	u	-4%
Cc1ccccc1OCCn1c(=O)sc2ccccc21	-13	12%	-6%	-7	-1.8	-27%	-3	2%	-12%
CCOC(=O)c1c(C)[nH]c(C(=O)CN2CCOCC2)c1C	17	16%	6%	x	-3.1	70%[activator]	-21	-8%	7%
COc1cc(/C=N/Nc2nncn2/N=C/c2ccc(O)c(OC)c2)ccc1O	10	-6%	-3%	-23	0.0	5%	9	0%	-10%
O=C(NCc1cccs1)C(=O)NCC(c1ccco1)N1CCN(c2ccccc2)CC1 (stereo unspecified)	2	4%	26%	3	-2.7	u	20	-12%	-2%
O=C(CN1CCN(c2ccccc2F)CC1)Nc1ccc2c(c1)CCC2	-3	9%	-5%	3	-0.3	7%	-2	4%	-3%
COc1ccccc1N1CCN(C(=O)C2CCN(S(=O)(=O)N3CCOCC3)CC2)CC1	5	-10%	2%	-5	3.2	6%	0	-4%	10%
COc1ccc(OCC(O)CNS(=O)(=O)c2ccc(C)cc2)cc1 (stereo unspecified)	-9	-1%	-1%	2	1.0	-6%	2	-11%	-1%
O=C(Nc1ncc2c(n1)CC(c1cccc(Cl)c1)CC2=O)c1ccco1 (stereo unspecified)	0	11%	9%	-1	-2.4	-9%	-15	-10%	-32%
Cc1ccc(Nc2nc(N/N=C/c3c[nH]c4ccccc34)nc(N3CCOCC3)n2)cc1	-21	-3%	u	-19	-1.1	-72%	-15	-9%	-9%
OC1CCN(c2ncnc3nc[nH]c23)CC1	-4	-5%	2%	6	-3.0	3%	0	1%	0%
Cc1cc(=O)oc2cc(OCC(=O)NC3CCCCC3)ccc12	2	11%	6%	-6	-3.0	54%[activator]	1	-27%	13%
COc1ccc2c(CN3CCCCCCC3)cc(=O)oc2c1	2	-3%	-1%	-22	-0.2	-8%	-2	-19%	0%
O=C(NN=C1C2CC3CC(C2)CC1C3)c1cccs1	5	-8%	7%	x	-0.5	30%[activator]	1	-4%	0%
Cc1[nH]c2ccccc2c1/C=N/NC(=O)c1cc(C(C)C)[nH]n1	u	0%	-14%	-6	-4.1	u	-8	0%	4%
Cc1ccc(Nc2c(-c3ccccc3O)nc3cnccn23)cc1	14	15%	u	8	-2.6	u	16	0%	-19%
CCc1ccc(/C=C2/C(=O)N(c3ccccc3)C(=S)N2CC(=O)OC)s1	-5	-7%	-21%	9	0.0	u	3	-6%	-10%

A portion of the results above, for reference:
SMILES	D3 antag	GLP1R ag	GLP1R cytotox	PI5P4Ka inh	IL2 activator	GLP-1R inv ag	DRD3 agonist	PLK1 PBD inh	WRN inhibitor
Cc1cc(=O)oc2cc(OCC(=O)NC3CCCCC3)ccc12	2	11%	6%	-6	-3.0	54%[activator]	1	-27%	13%
COc1ccc2c(CN3CCCCCCC3)cc(=O)oc2c1	2	-3%	-1%	-22	-0.2	-8%	-2	-19%	0%
O=C(NN=C1C2CC3CC(C2)CC1C3)c1cccs1	5	-8%	7%	x	-0.5	30%[activator]	1	-4%	0%
Cc1[nH]c2ccccc2c1/C=N/NC(=O)c1cc(C(C)C)[nH]n1	u	0%	-14%	-6	-4.1	u	-8	0%	4%
Cc1ccc(Nc2c(-c3ccccc3O)nc3cnccn23)cc1	14	15%	u	8	-2.6	u	16	0%	-19%
CCc1ccc(/C=C2/C(=O)N(c3ccccc3)C(=S)N2CC(=O)OC)s1	-5	-7%	-21%	9	0.0	u	3	-6%	-10%

(more compounds)
SMILES	D3 antag	GLP1R ag	GLP1R cytotox	PI5P4Ka inh	IL2 activator	GLP-1R inv ag	DRD3 agonist	PLK1 PBD inh	WRN inhibitor
CCN(C(=O)CC(C)C)c1nnc(Cn2nnc3ccccc32)s1	-1	11%	2%	-2	-2.3	40%[activator]	25	2%	-12%
CCCCCOc1ccc(C(=O)OCC(=O)Nc2cc(C)c(C)cc2[N+](=O)[O-])cc1	2	2%	-2%	-1	0.8	-10%	0	5%	3%[57.1 µM]
Cc1ccc(C)c(NS(=O)(=O)c2ccc(OCC(=O)N3CCCC3)cc2)c1	12	4%	8%	x	0.9	0%	1	-3%	-3%
Cc1ccc(-c2cn3cc(C)ccc3n2)cc1	11	-27%	-4%[0.307 µM]	1	1.7	-14%[0.307 µM]	-1	8%	-1%
COc1cc2c(cc1OC)/C(=C/C(=O)c1ccc(NC(C)=O)cc1)NCC2	6	u	u	-4	-0.8	125%[activator]	5	8%	3%
O=[N+]([O-])c1cc(S(=O)(=O)O)cc([N+](=O)[O-])c1NN(c1ccccc1)c1ccccc1	-14	7%	-23%	-10	0.4	-10%	-4	-23%	-9%
CCn1c(=O)c2[nH]c(SC)nc2n(CC)c1=O	-2	18%	29%	-1	-1.4	147%[activator]	0	-6%	-12%

The order is random (roughly 7.8% active in at least one column).
